Compound activity (PubChem)
RAD54 inh = inhibitors of human RAD54 branch migration, primary screen, biochemical, fluorescence, single point; 0.14% of 360,000 active; DNA repair and recombination protein RAD54-like (Homo sapiens), Q92698; inhibition, % at 10.4 µM; RAD54 Holliday junction branch migration, FAM/BHQ fluorescence;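 active = mean normalized replicate activity at least 40 and at least half of replicates scoring 40 or more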;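 note: 0% = median of neutral control wells and 100% = median of positive control wells; inhibitors cause a drop in the FAM fluorescence signal; in these data hits start at about 50%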
ARNT-TACC3 inh = disruptors of ARNT/TACC3 protein interaction, primary screen, biochemical, AlphaScreen, single concentration; inhibition, % at 9.99 µM; Transforming acidic coiled-coil-containing protein 3 (Homo sapiens), Q9Y6A5; 0.66% of 390,000 active; AlphaScreen His-ARNT PAS-B/GST-TACC3 binding, luminescence; TACC3 fragment carries E629A point mutation;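 active = mean inhibition of replicates at least 50% and at least half of replicates each reaching 50%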;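 note: 0% = complete ARNT plus TACC3 wells and 100% = ARNT alone without TACC3; many hits fall short of the cut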
ERAP1 HTS inh = human ERAP1 aminopeptidase inhibitors, primary screen, biochemical, single point, plate reader; Endoplasmic reticulum aminopeptidase 1 (Homo sapiens), Q9NZ08; 0.15% of 340,000 active; inhibition, % at 10.7 µM; AID 652197, 2013; recombinant ERAP1, Leu-AMC fluorescence, 60 min;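 active = mean replicate inhibition of at least 30%, or all replicates individually reaching that 30% level; inactive = mean below 30% and not every replicate reaching it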;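 note: 0% = neutral control wells and 100% = L-leucinethiol positive control wells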
Target sequence (Q9NZ08 whole entry, looked up): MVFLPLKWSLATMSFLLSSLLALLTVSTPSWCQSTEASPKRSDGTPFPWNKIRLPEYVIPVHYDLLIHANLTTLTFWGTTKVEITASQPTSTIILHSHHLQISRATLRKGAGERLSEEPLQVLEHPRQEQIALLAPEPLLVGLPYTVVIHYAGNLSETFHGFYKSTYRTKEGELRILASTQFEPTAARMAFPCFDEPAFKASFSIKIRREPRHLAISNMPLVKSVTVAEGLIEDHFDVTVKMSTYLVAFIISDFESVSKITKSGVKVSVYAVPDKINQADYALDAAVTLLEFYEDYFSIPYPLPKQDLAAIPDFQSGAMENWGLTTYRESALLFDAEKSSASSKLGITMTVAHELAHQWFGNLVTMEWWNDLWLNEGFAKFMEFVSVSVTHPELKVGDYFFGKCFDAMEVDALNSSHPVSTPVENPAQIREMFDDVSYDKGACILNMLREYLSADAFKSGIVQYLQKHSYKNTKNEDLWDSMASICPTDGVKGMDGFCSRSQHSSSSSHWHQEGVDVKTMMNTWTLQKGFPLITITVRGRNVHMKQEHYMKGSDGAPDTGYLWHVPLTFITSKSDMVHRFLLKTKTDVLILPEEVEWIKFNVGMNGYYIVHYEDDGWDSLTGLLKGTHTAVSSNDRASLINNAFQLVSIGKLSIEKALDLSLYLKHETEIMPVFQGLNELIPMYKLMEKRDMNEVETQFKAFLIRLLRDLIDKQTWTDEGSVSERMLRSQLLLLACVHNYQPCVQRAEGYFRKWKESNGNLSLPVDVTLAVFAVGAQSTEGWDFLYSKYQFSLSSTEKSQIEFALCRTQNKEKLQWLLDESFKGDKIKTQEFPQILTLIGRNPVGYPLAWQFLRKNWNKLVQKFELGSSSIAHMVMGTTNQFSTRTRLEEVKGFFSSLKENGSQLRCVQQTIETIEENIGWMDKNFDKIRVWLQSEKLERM
XiGFP reactiv = activators of inactive X chromosome reactivation, primary screen, imaging, XiGFP fibroblasts, GFP high-content imaging, set 2; XiGFP mouse fibroblasts, % GFP-positive cells imaging, 3 d; cells co-treated with 5-aza-dC sensitizer; scaled so ellipticine positive control = 100%; activation, % at 7.58 µM; 0.055% of 360,000 active;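 active = mean normalized replicate activation at least 10% and every replicate at or above 10%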;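 note: 0% = median of on-plate neutral control wells and 100% = ellipticine 6 µM median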
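Material: SV40-immortalized XiGFP fibroblast cells, line 68-5-11 | Buffer or medium: DMEM containing 5-aza-dC | Dosing: One concentration, pinned | Times: 3 d treatment, 15 min room-temperature fixation | Controls: Ellipticine 6 µM positive control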
RAD52 anneal inh = RAD52 DNA annealing inhibitors, primary screen, biochemical, FRET, single point, set 2; 0.46% of 360,000 active; DNA repair protein RAD52 homolog (Homo sapiens), P43351; inhibition, % at 18.7 µM; recombinant RAD52 DNA annealing, FRET fluorescence;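 active = every replicate showing at least 50% inhibition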
esBAF inh = Bmi1 luciferase reporter increase in mESCs, primary screen, esBAF inhibitor project, mouse ES cells, Bmi1 luciferase knock-in, single point | 24 h; 100% = twice the neutral-well signal | reporter increase, % at 12.5 µM | AID 602393, 2012 | 2% of 350,000 active; in the data active = activation above about 40%;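 note: 0% = median of the plate's neutral control wells and 100% = double that signal; a rise in the Bmi1 reporter signal indicates esBAF inhibition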
INS-1E GSIS act = GLuc luminescence reporter in INS-1E cells, primary screen for activators of glucose-dependent secretion of insulin. INS-1E GLuc reporter insulin secretion, 2-3 h. activation, % at 16.6 µM. 0.61% of 370,000 active. AID 743287, 2014;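 active = lowest replicate activation of at least 40%, so every replicate reaches that level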;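 note: 0% = median of neutral control wells and 100% = median of IBMX positive control wells; some compounds called inactive have numbers as strong as hits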
CFTR F508del cor = F508del CFTR correction, initial screen, CFBE line, single point | CFBE cells, YFP halide quenching; stimulated with forskolin plus potentiator P3; % fluorescence drop versus neutral controls | activity (quench increase), % at 7.58 µM | 0.36% of 350,000 active | AID 720511, 2013;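 active = mean added fluorescence quench of at least 8% versus neutral control, with both replicates also reaching 8%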;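 note: cells transiently co-express mutant CFTR-F508del with the halide-sensitive YFP; corrector assay measuring rescue of mutant channel to the surface after 24 h compound exposure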
Active calls of the source: *; x = no result given; & = joins results of further samples.

SMILES	RAD54 inh	ARNT-TACC3 inh	ERAP1 HTS inh	XiGFP reactiv	RAD52 anneal inh	esBAF inh	INS-1E GSIS act	CFTR F508del cor
COCCCNC(=S)NC1CC2CCCC(C1)N2Cc1cccs1 (centres undefined)	2	24	x	x	x	-7	1	x
CCOC(=O)C1C(=O)CC(C)(O)C(C(=O)OCC)C1c1ccc(SC)cc1 (centres undefined)	-5	x	-3	0.0	-9	1	7	0.2
CCOC(=O)c1cc(C#N)c(Nc2ccc(C)cc2)nc1C(F)(F)F	12	-31	x	0.2	-12	-4	7	0.0
COCOc1cccc(CN2CCC(C)(Oc3cccc(OC)c3)C2)c1 (centres undefined)	-1	x	5	0.3	-17	6	-3	-0.7
CN(Cc1ccccc1F)C(=O)CN1C(=O)NC2(CCc3ccccc32)C1=O (centres undefined)	x	-2	6	0.1	6	x	12	0.3
Cc1cc(C)c(OCCCNCc2ccccc2)c(Br)c1	0	6	3	0.0	20	-10	-11	2.2
Cc1cc(C(=O)Nc2cccc3c2O[C@@H](CN(C)Cc2ccc(C(=O)O)cc2)[C@H](C)CN([C@@H](C)CO)C3=O)n(C)n1	3	-3	0	0.0	30	-3	3	0.6
CC(OC(=O)c1ccc(C(C)(C)C)cc1)C(=O)NC1CCCCC1C (centres undefined)	8	-13	3	0.1	-12	-2	-10	3.0
CC1CN(S(=O)(=O)c2ccc(Cl)c(C(F)(F)F)c2)CC(C)O1 (centres undefined)	x	-2	1	x	-9	-7	15	3.8
C[C@@H]1CN([C@@H](C)CO)S(=O)(=O)c2ccc(C#CCN(C)C)cc2O[C@@H]1CN(C)Cc1ccc(F)cc1	-3	10	2	-1.1	5	-10	9	-3.7
Cn1cc(-c2ccccc2C(N)=O)c(=O)c2ccccc21	-5	-1	-2	0.1	-5	-9	8	4.0
CCCNC(=O)C[C@@H]1CC[C@@H]2[C@@H](COc3ccc(NC(=O)NC(C)C)cc3C(=O)N2C)O1	-5	-8	1	0.2	5	-2	4	0.4
O=S(=O)(Nc1ccc(Cl)cc1)c1ccc2c(c1)CCO2	4	-3	-2	0.1	-1	x	-43	-1.7
C[C@@H]1CN([C@@H](C)CO)C(=O)c2cc(Br)cnc2O[C@@H]1CN(C)C(=O)Nc1ccccc1	-11	-5	1	-0.2	12	-4	-8	-2.2
CC(NC(=O)c1cccc(S(=O)(=O)N2CCN(Cc3ccccc3)CC2)c1)c1ccccc1Cl (centres undefined)	6	-5	-3	0.6	-13	-2	-10	-0.2
Cn1c2c(sc1=O)CCC2	0	1	-2	0.0	-15	x	17	1.5
OCCN1CCN(c2nc3ccccc3nc2-c2ccccc2)CC1	x	-16	5	-0.2	-8	-4	11	2.0
Cc1cc(C)cc(Nc2c3c(nc4ncnn24)CCC3)c1	x	x	-3	0.0	-8	x	32	-0.7
COc1ccc(CNC(=O)c2ccc(CS(=O)(=O)c3ccc(C)cc3)o2)cc1	3	4	-1	0.0	-9	-5	10	-1.0
CC(C)CC#Cc1ccc([C@H]2[C@@H](CO)N3C(=O)CN(C(=O)Cc4ccccc4)C[C@H]23)cc1	x	x	2	0.1	-5	x	-10	-0.3

For reference, 11 of the compounds above:
SMILES	RAD54 inh	ARNT-TACC3 inh	ERAP1 HTS inh	XiGFP reactiv	RAD52 anneal inh	esBAF inh	INS-1E GSIS act	CFTR F508del cor
COCCCNC(=S)NC1CC2CCCC(C1)N2Cc1cccs1 (centres undefined)	2	24	x	x	x	-7	1	x
CCOC(=O)C1C(=O)CC(C)(O)C(C(=O)OCC)C1c1ccc(SC)cc1 (centres undefined)	-5	x	-3	0.0	-9	1	7	0.2
CCOC(=O)c1cc(C#N)c(Nc2ccc(C)cc2)nc1C(F)(F)F	12	-31	x	0.2	-12	-4	7	0.0
COCOc1cccc(CN2CCC(C)(Oc3cccc(OC)c3)C2)c1 (centres undefined)	-1	x	5	0.3	-17	6	-3	-0.7
CN(Cc1ccccc1F)C(=O)CN1C(=O)NC2(CCc3ccccc32)C1=O (centres undefined)	x	-2	6	0.1	6	x	12	0.3
Cc1cc(C)c(OCCCNCc2ccccc2)c(Br)c1	0	6	3	0.0	20	-10	-11	2.2
Cc1cc(C(=O)Nc2cccc3c2O[C@@H](CN(C)Cc2ccc(C(=O)O)cc2)[C@H](C)CN([C@@H](C)CO)C3=O)n(C)n1	3	-3	0	0.0	30	-3	3	0.6
CC(OC(=O)c1ccc(C(C)(C)C)cc1)C(=O)NC1CCCCC1C (centres undefined)	8	-13	3	0.1	-12	-2	-10	3.0
CC1CN(S(=O)(=O)c2ccc(Cl)c(C(F)(F)F)c2)CC(C)O1 (centres undefined)	x	-2	1	x	-9	-7	15	3.8
C[C@@H]1CN([C@@H](C)CO)S(=O)(=O)c2ccc(C#CCN(C)C)cc2O[C@@H]1CN(C)Cc1ccc(F)cc1	-3	10	2	-1.1	5	-10	9	-3.7
Cn1cc(-c2ccccc2C(N)=O)c(=O)c2ccccc21	-5	-1	-2	0.1	-5	-9	8	4.0

Additional entries
SMILES	RAD54 inh	ARNT-TACC3 inh	ERAP1 HTS inh	XiGFP reactiv	RAD52 anneal inh	esBAF inh	INS-1E GSIS act	CFTR F508del cor
Cc1cccc(C(=O)NCC(=O)OCC(=O)c2ccc(Br)s2)c1	-3	-7	-3	0.4	-15	-1	-23	-1.4
CC1C(=O)Nc2ccc(S(=O)(=O)N3CCN(c4ccccc4F)CC3)cc2NC1=O (centres undefined)	x	0	-8	-0.1	5	-13	x	0.6
CC(C)(C)NC(=O)C(c1ccc(Cl)cc1)N(Cc1ccco1)C(=O)CCl (centres undefined)	7	-5	-1	0.0	2	3	-1	7.8
COc1ccc(CN(C)C[C@@H]2OCCCC[C@@H](C)Oc3ccc(NC(=O)Nc4ccc(F)cc4)cc3C(=O)N([C@H](C)CO)C[C@H]2C)cc1	2	0	0	-1.2	7	-7	-16	-1.4
COC(=O)COc1ccc(-c2ccc(F)cc2)cc1C=O	x	-1	9	0.4	-6	x	-16	-3.2
CC1CN(CCCCSc2ccccc2)CC(C)O1 (centres undefined)	2	-2	-2	0.1	-7	4	20	0.1
CC(=O)Nc1ccc(-c2csc(NCCc3ccccc3)n2)cc1	2	-1	-2	0.0	-26	47*	-5	2.9
COCC(=O)Nc1nc2n(n1)C(c1ccc(OC)cc1)CC(c1ccc(OC)cc1)N2 (centres undefined)	2	0	x	x	x	-3	6	x
Cc1ccc([N+](=O)[O-])cc1N1C(=O)CS/C1=N\NC(=O)c1cccnc1	x	-2	0	0.0	4	x	-2	3.9
COc1ccc(C(=O)O)cc1S(=O)(=O)NCc1ccccn1	-5	-7	0	0.0	-9	-3	-5	-2.2
O=C(NCC(=O)N1CCN(c2ncccn2)CC1)c1ccc(F)cc1	-5	2	2	-0.1	0	35	-19	0.5
O=C1C(=O)N(CCCO)C(c2ccc(Br)cc2)/C1=C(\O)c1ccc(Br)cc1 (centres undefined)	-2	-3	2	0.0	1	-1	4	-1.3
COCCCn1cnnc1SC(C)C(=O)Nc1ccc(S(=O)(=O)N2CCOCC2)cc1 (centres undefined)	-3	x	4	0.0	-9	-7	11	1.1
COc1c(Cl)cc(Cl)cc1CNc1ccc(S(N)(=O)=O)cc1	x	x	5	0.0	-6	x	-6	3.4
Cc1ccc2c(c1)c(-c1ccccc1)nc1nnnn12	10	-4	1	0.0	-1	-11	-10	6.3
COc1ccc(CCN2CC(C(=O)NCCc3ccccc3C(F)(F)F)CCC2=O)cc1 (centres undefined)	x	1	1	0.1	-2	49*	-29	-0.2
C[C@H](CO)N1C[C@H](C)[C@@H](CN(C)C)Oc2ncc(C#CC3(O)CCCC3)cc2C1=O	3	11	3	-0.3	-54	2	20	-0.4
Cc1[nH]n(-c2ccccc2)c(=O)c1/C=N/NC(=O)c1cccc(F)c1	-2	58*	2	0.4	-7	-35	-24	-0.5
O=C(CCCN1C(=O)/C(=C\c2ccccc2)SC1=S)Nc1cccc(C(=O)O)c1	8	x	-23	0.5	-14	4	0	-0.4
COc1ccc(NC(=O)C[C@H]2C(=O)N(c3ccc(Br)cc3)C[C@@H]2c2ccc(OC)cc2)cc1	8	x	4	0.3	-40	17	x	-3.1
CNC[C@@H]1OCCCC[C@H](C)Oc2ccc(NC(=O)CCC(F)(F)F)cc2C(=O)N([C@H](C)CO)C[C@H]1C	-12	-9	-3	0.0	-247	0	1	0.8
c1cc(-c2nnn(CCOCCn3nnc(-c4ccncc4)n3)n2)ccn1	-10	2	-1	0.0	-13	0	-7	-2.7
CN(C)CCCNC(=O)c1ccc(Cl)c(S(=O)(=O)N2CCCCCC2)c1	-5	-12	5	0.0	-13	-2	15	-2.2
Cc1ccc(C)c(N2CCN(c3ncnc4c3cnn4-c3ccccc3)CC2)c1	6	-6	x	-0.1	-116	5	1	2.7
CCN(CC)C(=O)CC(c1ccc2c(c1)OCO2)c1c(O)cc(OC)cc1OC (centres undefined)	-6	-10	0	0.0	-20	-47	-4	1.0
CCc1ccccc1NC(=O)[C@@H]1CCC(=O)N1C1OC(=O)c2c1ccc(OC)c2OC (some centres undefined)	14	-3	x	x	-10	9	x	0.7
S=c1[nH]nc2n1CCCN2	x	-1	2	0.1	-5	x	-3	-0.1
CCCCN(CCCC)CCNC(=O)c1cn(CC)c2ccc(S(=O)(=O)N3CCc4ccccc4C3)cc2c1=O	-3	1	-1	0.2	-6	-2	0	0.8
COc1ccc(CC(=O)NNc2ncnc3c2cnn3-c2ccccc2)cc1	x	-9	11	0.1	-2	x	3	x
C[C@@H]1CN([C@H](C)CO)C(=O)c2cc(NC(=O)C3CCCCC3)ccc2O[C@H]1CN(C)Cc1ccc(C(=O)O)cc1	8	4	1	0.3	-6	5	6	-0.3
O=C(CCN1C(=O)/C(=C/c2ccccc2Cl)SC1=S)NNC(=O)c1cccnc1	x	-13	-3	0.3	-9	x	2	0.0
CO/N=C(\C(=O)N[C@@H]1C(=O)N2C(C(=O)O)=C(COC(C)=O)CS[C@H]12)c1csc(N)n1 (stereo in doubt)	5&-13&-16	1&-4&3	3&-1&-3	0.4&0.2&0.1	-44&-22&-31	4&1&0	4	3.8&-3.0&-1.8
C[C@@H]1CN([C@@H](C)CO)C(=O)c2cc(NC(=O)Nc3ccc(F)cc3)ccc2O[C@@H]1CN(C)C(=O)Nc1ccccc1	-6	-5	-3	-0.6	-3	1	-12	-1.2
OC(COc1ccc2c(c1)OCO2)CN1CCCC1 (centres undefined)	x	2	0	0.0	7	x	6	-0.8
Cc1nn(C)c(C)c1/C=C1/SC(=S)NC1=O	1	3	8	x	-11	-7	-11	3.0
CC(NC(=S)NCCCN1CCOCC1)C1CC2CCC1C2 (centres undefined)	-6	5	-3	0.0	-12	-1	-28	1.8
CC(Sc1nc2cc(Cl)ccc2s1)C(=O)Nc1cccc(S(=O)(=O)N2CCOCC2)c1 (centres undefined)	x	24	3	0.1	-25	x	-2	-0.8
CCOCCCNC(=O)C1CCN(S(=O)(=O)CC)CC1	-20	-6	x	x	x	-3	23	x
